RTF Ca sens act: cardiac RTF calcium sensitivity activators, primary screen, biochemical, IANBD-TnC fluorescence, EC20 calcium. activation, % at 7.2 µM. 0.24% of 340,000 active. IANBD-labeled TnC RTF fluorescence at EC20 calcium; 0% EC20 calcium, 100% full calcium;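 active = activation above the mean over all tested compounds plus 3 SD, cut at about 30% in these data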;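 also: rise in fluorescence read as greater calcium sensitivity of cardiac thin filaments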
HTR5A ag: HTR5A agonists in luminescence cell assay, primary screen, counter-screen for OPRM1-OPRD1 heterodimer agonist project, full-deck HTS; cell-based; activation, % at 9.3 µM; 0.61% of 340,000 active; in the data active = activation mostly above about 9.5%, no sharp cut-off; inactive = mostly below about 7.6%;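 also: 0% = cells with vehicle only and 100% = reference agonist; strong numbers were not always called active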
RTF Ca sens inh: cardiac RTF calcium sensitivity inhibitors, primary screen, biochemical, IANBD-TnC fluorescence, EC70 calcium; Troponin I, cardiac muscle (Homo sapiens) + Troponin T, cardiac muscle (Homo sapiens) + …; IANBD-labeled cardiac RTF, Ca2+ fluorescence; inhibition, % at 7.15 µM; 0.12% of 340,000 active;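 active = inhibition above the mean inhibition of all tested compounds plus 3 SD, cut at about 17% in these data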;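 also: assay run at fixed EC70 calcium of 1.6 mM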
MOR-DOR inv ag: inverse agonists of MOR-DOR heterodimerization, primary screen, cell-based, luminescence; Mu-type opioid receptor (Homo sapiens) + Delta-type opioid receptor (Homo sapiens), …; cell-based MOR-DOR heterodimer luminescence, inverse agonism; 0.21% of 340,000 active; inhibition, % at 9.3 µM; in the data active = inhibition above about 22%, passing the limit was not always enough;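 also: 0% = cells with DMSO and 100% = wells without cells with DMSO; values of inactives mirror those of a sister screen read the other way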
Target sequence (P35372 whole entry, looked up): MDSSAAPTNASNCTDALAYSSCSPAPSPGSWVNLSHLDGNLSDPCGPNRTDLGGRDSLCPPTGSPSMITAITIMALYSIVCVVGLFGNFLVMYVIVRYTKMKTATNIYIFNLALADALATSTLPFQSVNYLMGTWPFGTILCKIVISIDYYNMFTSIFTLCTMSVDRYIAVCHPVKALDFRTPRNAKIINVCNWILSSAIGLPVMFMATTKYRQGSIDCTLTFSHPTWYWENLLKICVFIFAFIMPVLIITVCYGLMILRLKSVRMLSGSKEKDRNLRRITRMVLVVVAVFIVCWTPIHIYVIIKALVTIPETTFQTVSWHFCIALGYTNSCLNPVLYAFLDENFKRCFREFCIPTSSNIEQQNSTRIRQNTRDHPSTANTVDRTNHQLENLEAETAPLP
Target sequence (P41143 whole entry, looked up): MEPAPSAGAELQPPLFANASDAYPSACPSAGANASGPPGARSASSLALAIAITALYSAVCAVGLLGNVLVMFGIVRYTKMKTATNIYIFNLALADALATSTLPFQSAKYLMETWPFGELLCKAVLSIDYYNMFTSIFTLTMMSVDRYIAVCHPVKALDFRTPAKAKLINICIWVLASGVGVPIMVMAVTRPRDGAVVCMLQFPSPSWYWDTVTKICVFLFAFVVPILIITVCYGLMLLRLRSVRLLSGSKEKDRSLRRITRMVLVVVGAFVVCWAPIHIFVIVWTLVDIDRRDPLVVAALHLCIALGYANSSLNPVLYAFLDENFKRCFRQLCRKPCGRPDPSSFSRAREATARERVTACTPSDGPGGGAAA
OPRM1-OPRD1 ag: agonists of OPRM1-OPRD1 heterodimerization, primary screen, cell-based, luminescence; 0.3% of 340,000 active; cells; activation, % at 9.3 µM; Mu-type opioid receptor (Homo sapiens) + Delta-type opioid receptor (Homo sapiens), …; in the data active = activation above about 18%;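 also: 0% = vehicle-treated cells and 100% = reference agonist; values of inactives mirror those of a sister screen read the other way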
Keap1 Nrf2 FP: Keap1-Nrf2 protein-protein interaction inhibitors, primary screen, biochemical, fluorescence polarization, single point; 0.15% of 340,000 active; Kelch-like ECH-associated protein 1 (Homo sapiens), Q14145; Keap1 Kelch-Nrf2 peptide fluorescence polarization, 1536-well; AID 504523, 2011; inhibition, % at 9.4 µM; in the data active = inhibition above about 12%;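 also: human Keap1 Kelch domain with fluorescein labeled Nrf2 9mer peptide probe; 0% = neutral control wells and 100% = peptide positive control; higher means more block of Keap1 binding to Nrf2 peptide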
HTR5A inv ag: HTR5A inverse agonists in luminescence cell assay, primary screen, counter-screen for OPRM1-OPRD1 heterodimer inverse agonist project, full-deck HTS; 5-hydroxytryptamine receptor 5A (Homo sapiens), P47898; HTR5A cell line, inverse agonism; inhibition, % at 9.3 µM; 0.083% of 340,000 active; in the data active = inhibition mostly above about 23%, no sharp cut-off; inactive = mostly below about 18%;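 also: 0% = cells with DMSO and 100% = no-cell wells with DMSO; some compounds called inactive have numbers as strong as hits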
CAL PDZ FP: untagged CAL PDZ binding inhibitors, primary screen, biochemical, fluorescence polarization, HTS. Golgi-associated PDZ and coiled-coil motif-containing protein (Homo sapiens), Q9HD26. purified CAL PDZ, TMR-peptide fluorescence polarization, 1 h. inhibition, % at 24.9 µM. 0.92% of 300,000 active. AID 602252, 2012;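 active = mean inhibition of at least 30% with at least half of replicates also reaching 30%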;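 also: 0% = DMSO neutral control and 100% = excess unlabeled competitor peptide PRC23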
V-ATPase pH: regulators of yeast V-ATPase proton pumping, primary screen, pHLuorin cytosolic pH fluorescence. AID 504577, 2011. response, % at 10 µM. 0.37% of 350,000 active. S. cerevisiae; in the data active = response mostly above about 7.3%, no sharp cut-off; inactive = mostly below about 5.4%; also: actives read high; inactives centre near 0; some compounds called inactive have numbers as strong as hits; reference of the scale not given here
C-LANA FP: inhibitors of KSHV C-LANA binding to DNA, primary screen, biochemical, fluorescence polarization, FAM-LBS DNA, MBP-C-LANA, single point | Kaposi's sarcoma herpesvirus LANA C-terminal domain (residues 932-1162) DNA binding | inhibition, % at 9 µM | 0.078% of 340,000 active | AID 504423, 2011;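 active = highest replicate inhibition at or above 60% at 9 µM, even if other replicates fall short; inactive = all replicates below 60% inhibition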;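 also: 0% = neutral control wells and 100% = 4 µM acridine orange control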
Active calls of the source: *; . = not tested or not shown. No enrichment for hits. Share with any hit: about 2.8%.

SMILES	RTF Ca sens act	HTR5A ag	RTF Ca sens inh	MOR-DOR inv ag	OPRM1-OPRD1 ag	Keap1 Nrf2 FP	HTR5A inv ag	CAL PDZ FP	V-ATPase pH	C-LANA FP
Cc1ccccc1C(=O)N/N=C1/SCC(=O)N1Cc1ccccc1	3	0	18*	2	-0.3	0	0	-5	-2	-1.5
C=CCOc1ccc2c(CC)cc(=O)oc2c1C	6	0	2	2	-0.4	3	15	-5	1	1.5
Cc1oc2cc3oc(=O)c(CCC(=O)NCCCC(=O)O)c(C)c3cc2c1C	-9	4	4	11	-2.2	-3	-14	-2	-3	2.5
Oc1ccc(Nc2ncnc3c2oc2ccccc23)cc1	0	-2	-6	11	-2.4	-3	6	-3	34	-2.1
Cc1ccccc1OCCCN1CCOCC1	3	-1	-15	7	-1.4	-3	6	-4	3	-0.3
O=C(OCCCCN1C(=O)c2ccccc2C1=O)c1ccc(S(=O)(=O)N2CCCC2)cc1	-4	1	-2	5	-0.9	-3	6	-3	-5	1.6
Cc1ccc(C(C(=O)NCC2CCCO2)N(C(=O)c2snc(C(N)=O)c2N)c2ccc(C)c(C)c2)o1 (stereo not drawn)	-7	-6	-1	10	-1.4	-2	16	.	-2	1.3
COC(=O)c1sc2ccccc2c1-n1cccc1C(=O)C(=O)Nc1ccc(F)cc1	0	7	-1	-9	2.1	-3	-18	-4	3	-0.3
COc1ccc(NC(=O)CCc2nc(-c3ccc(C)cc3)no2)c(OC)c1	-1	8	-5	-6	1.4	-1	10	-2	-6	-0.8
O=C(O)c1ccc(O)c(O)c1	18	0	-4	4	-0.7	1	4	-1	3	0.2
CC(C)(C)N(Cc1cc2ccccc2[nH]c1=O)C(=O)c1ccco1	-4	-1	0	10	-2.0	-1	4	-7	2	-0.9
Cn1ncn2c(=O)c3c(nc12)-c1ccccc1CC31CCCC1	-2	-3	4	-27	5.3	-5	21	.	-2	0.5
O=C(Nc1cccc(S(=O)(=O)NC2=NCCC2)c1)c1ccccc1	2	2	-9	6	-1.5	0	-5	-2	-4	-0.8
COc1cccc(NC(=O)Nc2ccc(Br)cn2)c1	-1	5	3	-31	6.0	-9	11	-4	2	-0.7
O=C(c1ccccc1)c1cn[nH]c1-c1ccccc1O	-1	9	-10	-2	0.3	-1	-24	0	-2	1.4
CCN(C(=O)CSc1ccc(S(=O)(=O)N2CCOCC2)cn1)c1ccccc1	0	0	3	11	-2.8	-6	-1	.	0	-1.5
Cc1[nH]nc2c1C(c1cc(Br)cs1)C(C#N)=C(N)O2 (stereo not drawn)	20	-3	-9	-20	3.8	-6	12	1	0	0.8
c1ccc(CCNc2ncnc3ccccc23)cc1	-7	1	-14	6	-1.3	1	13	-6	-3	0.5
CC(C)C(c1nnnn1Cc1ccccc1)N(Cc1ccco1)Cc1cccs1 (stereo not drawn)	5	3	-20	-5	1.0	-6	-5	-4	4	1.4
Cc1ccc(C(C(=O)NC2CCCC2)N(Cc2ccc3c(c2)OCO3)C(=O)c2snc(C(N)=O)c2N)cc1 (stereo not drawn)	1	2	-15	-66	13	-1	18	0	-1	-2.0
O=C(Cc1cccs1)N1CCN(C(=O)C2CCCO2)CC1 (stereo not drawn)	-1	1	-8	12	-2.3	1	-4	0	2	0.6
COc1ccc(N(C)S(=O)(=O)c2cccc(C(=O)NCC3CCCCC3)c2)cc1	-7	-5	-3	7	-1.5	-5	12	1	-101	-0.8
CCOC(=O)CCc1c(C)nc2cc(-c3ccc(F)cc3)[nH]n2c1=O	6	-1	-10	7	-1.8	-3	3	-1	0	1.2
COc1cc(SC)ccc1C(=O)NCCOc1ccc(C)c(C)c1	-4	2	2	-38	7.1	1	-12	-3	0	0.9
Cc1ccc(-n2nnnc2Sc2nc([N+](=O)[O-])nn2C)cc1	4	2	-4	-10	2.0	-2	-4	0	-4	-0.8
Cc1ccc(C)c(CSc2nnc([C@@H](N)C(C)C)o2)c1	3	-2	-6	10	-2.1	3	5	-5	2	0.4
CS(=O)(=O)N1CCN(c2ccccc2NC(=O)c2cccnc2Cl)CC1	1	-4	6	14	-2.4	-6	-37	-1	2	0.8
O=C(COC(=O)c1ccc[nH]c1=O)Nc1ccc(N2CCCCC2)cc1	7	-4	-11	17	-4.4	-6	-4	-3	0	-0.4
COc1ccc(NC(=O)Cc2c(SC)c3ccccc3n2Cc2ccccc2)cc1	9	-1	1	-16	3.1	-7	3	-1	3	-3.0
Cc1ccc(NC(=O)c2ccc(Cn3cc([N+](=O)[O-])cn3)cc2)c(C)c1	-1	2	-5	12	-1.9	5	-17	-2	1	-1.4
COc1ccc(CCNCC(O)COc2cccc(C(C)=O)c2)cc1OC (stereo not drawn)	1	3	-6	12	-2.6	-5	-10	-2	2	-1.8
COc1ccccc1C(NC(C)=O)c1c(O)ccc2ccc(O)cc12 (stereo not drawn)	-5	-1	0	28	-5.4	-1	1	.	2	1.6
COC(=O)c1nc2n(n1)C(c1ccccc1OC)C1=C(CCCC1=O)N2 (stereo not drawn)	1	2	9	16	-2.9	-3	2	-1	0	-1.1
CCOC(=O)c1cc(C#N)c(SC)nc1C	7	2	5	2	-0.5	1	-5	-1	-2	0.3
CCOc1ccc2[nH]c3c(c2c1)CNCC3	-2	3	-2	9	-1.8	-6	-11	-1	-3	-2.8
O=C(COC(=O)c1cccc(S(=O)(=O)N2CCc3ccccc32)c1)NCc1ccco1	2	2	-10	14	-2.9	-3	-10	-6	2	1.4
C(=N\Nc1nc(-c2ccccc2)cs1)/c1ccco1	-12	2	5	-13	2.9	4	-5	-4	3	0.2
Cc1c(CCO)sc[n+]1CC(=O)OCCC12CC3CC(CC(C3)C1)C2	1	1	-1	-4	0.6	1	-5	4	3	-0.3
O=C(COC(=O)/C=C/c1ccccc1)Nc1ccccc1Br	6	2	-8	-12	2.2	0	-4	5	7	-5.4
COc1ccc(OC)c(S(=O)(=O)Nc2ccc(O)c3ccccc23)c1	4	3	-19	-22	4.0	-4	-10	-2	-3	0.2
CCOC(=O)Cc1csc(SCC(=O)Nc2cccc(C#N)c2)n1	-1	2	-3	10	-1.9	-1	4	-2	-1	0.1
CCOc1ccccc1NC(=O)N1CCC(NC(=O)c2ccccc2C)CC1	11	-2	-1	1	-0.2	1	0	-5	0	0.2
Cc1ccc(-n2ncc3c(NCCCN4CCOCC4)ncnc32)c(C)c1	15	8	3	11	-2.0	-1	-22	.	3	-0.6
N=C1/C(=C\c2ccc(OC(=O)c3ccc(F)cc3)cc2)C(=O)N=C2SC(N3CCCC3)=NN12	7	-1	-5	14	-2.6	-5	-1	.	2	0.7
Cc1cc(C)cc(N(CC(=O)NC(C)(C)C)C(=O)CCC(=O)Nc2nccs2)c1	6	8	-15	7	-1.3	-5	-22	-6	-2	-2.1
O=C1C(=O)N(C2CCCC2)C(=O)N1Cc1c(F)cccc1Cl	2	1	6	-13	2.2	5	-4	-5	2	-0.1
CC1Cc2c([nH]c(=O)n(-c3ccccc3)c2=O)O1 (stereo not drawn)	-6	-4	-1	13	-2.6	2	17	0	-3	-1.4
COc1ccc(CN2C(=O)[C@@H]3C(c4ccc(F)cc4)=NO[C@@H]3C2=O)cc1	-3	-3	-1	1	-0.3	-3	-10	.	-1	1.7
CCOc1ccc(OCc2ccc(C(=O)N3CCCC3)o2)cc1	8	4	-12	6	-1.1	-7	-10	-2	-2	-1.0
OCC1(Cc2ccc(Cl)cc2)CCN(Cc2ccccc2F)CC1	8	-1	3	-10	2.0	-2	3	-3	-5	-0.2
COc1ccc(-c2nc(C)ncc2-c2csc(C)n2)c(O)c1	0	2	-6	7	-1.1	3	-27	-2	-3	-1.3
NC1=C(c2ccccc2)C(=O)NC1=O	-4	-5	-14	4	-0.8	-4	16	-4	-2	0.2
Cc1ccc(C)c(Cn2nc(-c3cc(C)ccc3C)ccc2=O)c1	-5	3	-7	-28	6.1	-1	-10	0	1	0.6
CCC(c1nnnn1CCOC)N(Cc1cc2c(C)cc(C)cc2[nH]c1=O)CC1CCCO1 (stereo not drawn)	2	2	3	2	-0.4	-3	0	3	1	-0.9
COc1ccc(-c2c(-c3cc(OC)cc(OC)c3)n(C)c3ccc(-c4ccc(S(N)(=O)=O)cc4)cc23)cc1	-4	3	-5	7	-1.2	-4	11	3	4	-1.3
Cc1ccc(/C=N/NC(=O)Nc2ccccc2)o1	4	-1	2	11	-2.0	1	15	-1	38*	4.3
Cc1cccc(-n2c(Cn3nc(C)c([N+](=O)[O-])c3C)n[nH]c2=S)c1	3	2	-20	0	-0.1	2	5	-2	1	-0.9
CC1(C)OC(=O)N(CC(=O)Nc2cccc(C(F)(F)F)c2)C1(C)O (stereo not drawn)	4	0	-4	8	-1.6	-2	-1	-11	2	0.3
COc1cccc(CNC(=O)CCC2CCCN(c3cc(C)nc(N)n3)C2)c1 (stereo not drawn)	0	-6	-9	7	-1.0	-7	16	0	3	0.8
C/C(=N\NC(=O)Cc1ccc(Cl)cc1)c1cccnc1	0	-5	2	23	-4.5	2	13	.	2	1.9
The list goes on.
SMILES	RTF Ca sens act	HTR5A ag	RTF Ca sens inh	MOR-DOR inv ag	OPRM1-OPRD1 ag	Keap1 Nrf2 FP	HTR5A inv ag	CAL PDZ FP	V-ATPase pH	C-LANA FP
CCOC(=O)c1cnc(SCC(=O)OCC(=O)NC2CCS(=O)(=O)C2)nc1N (stereo not drawn)	-5	2	7	15	-3.1	3	36	.	7	-1.0
CC1(C)CC(=O)C2=C(C1)N(c1ccc(Cl)cc1)C(=O)C2(O)C(F)(F)F (stereo not drawn)	0	-6	7	-10	1.9	-3	16	.	-1	1.5
COc1ccc(Br)cc1CN(C)C(=O)c1ccccc1SCC(=O)N1CCCC1	5	3	-6	6	-1.2	-7	-8	.	7	-0.4
CC(=NNC(=S)N1CC2CCC(CC2)C1)c1cnccn1	-6	-2	-2	2	-0.4	-4	9	-6	3	-0.6
Cc1ccc(-n2c(CNC(=O)c3cccs3)nnc2SCC(=O)NO)cc1	-4	-4	-12	-2	0.3	-6	11	-3	-2	-8.0
Cn1cc(CN(Cc2ccccn2)C[C@@H]2CCC(=O)N2)c(-c2ccccc2F)n1	-4	0	-12	-2	0.3	2	-1	2	-1	-0.3

Exported bar-delimited: two of the compounds above.
canonical_smiles | RTF Ca sens act | HTR5A ag | RTF Ca sens inh | MOR-DOR inv ag | OPRM1-OPRD1 ag | Keap1 Nrf2 FP | HTR5A inv ag | CAL PDZ FP | V-ATPase pH | C-LANA FP
Cc1ccc(-n2c(CNC(=O)c3cccs3)nnc2SCC(=O)NO)cc1 | -4 | -4 | -12 | -2 | 0.3 | -6 | 11 | -3 | -2 | -8.0
Cn1cc(CN(Cc2ccccn2)C[C@@H]2CCC(=O)N2)c(-c2ccccc2F)n1 | -4 | 0 | -12 | -2 | 0.3 | 2 | -1 | 2 | -1 | -0.3
